# BioA inh: M. tuberculosis BioA enzyme inhibitors, primary screen, biochemical, plate reader, single point, HTS | purified M. tuberculosis BioA enzyme | inhibition, % at 9.99 µM | 360,000 compounds, 0.096% hits | AID 602481, 2012; in the data active means inhibition above about 40%
# * marks the source's active call; other numbers are inactive results; & = joins results of further samples.
SMILES,BioA inh
NC(=O)NCC#Cc1ccc2c(c1)[C@]1(C(=O)N2)[C@H](C(N)=O)[C@H]2C(=O)O[C@H](c3ccccc3)[C@H](c3ccccc3)N2[C@@H]1c1ccccc1OCCO,-2.3
C[C@@H]1CN([C@H](C)CO)C(=O)c2cc(NC(=O)Nc3cccc4ccccc34)ccc2O[C@H]1CN(C)C(=O)Nc1ccc(F)cc1,-3.8
CN1C(=O)c2cc(NC(=O)c3cccs3)ccc2OC[C@@H]2O[C@@H](CC(=O)O)CC[C@H]21,11.2
O=C(C[C@H]1C[C@@H]2c3cc(NC(=O)c4cccnc4)ccc3O[C@@H]2[C@H](CO)O1)NCc1cc(F)ccc1F,12.1
C[C@H]1CN([C@@H](C)CO)C(=O)Cc2cc(NC(=O)CCC(F)(F)F)ccc2O[C@H]1CN(C)S(=O)(=O)c1cn(C)cn1,-0.6
CCO[C@@H]1OC(C(=O)Nc2ccccc2)=C[C@H](c2cn(C(C)=O)c3ccccc23)[C@H]1CCCO,-0.2
C[C@H]1CN([C@@H](C)CO)C(=O)c2cccc(NS(=O)(=O)c3ccc(F)cc3)c2O[C@H]1CN(C)Cc1ccccc1,-0.5
Cc1ccccc1CN(C)C[C@@H]1OCc2cn(nn2)CCCC(=O)N([C@H](C)CO)C[C@@H]1C,-0.4
COC(=O)C[C@H]1CC[C@H]2[C@H](COc3ccc(NC(=O)c4ccc(F)c(F)c4)cc3C(=O)N2C)O1,-0.8
C[C@H](CO)N1C[C@H](C)[C@H](CN(C)S(=O)(=O)c2ccc(F)cc2)OCCCC[C@H](C)Oc2ccc(NS(=O)(=O)c3cccs3)cc2C1=O,0.2
CO[C@H]1CN(C)C(=O)c2cc(NC(=O)c3ccc(F)cc3)ccc2OC[C@@H](C)N(C(=O)c2ccc(F)cc2)C[C@@H]1C,0.9
O=C(C1CC1)N1C[C@H]2[C@@H](c3ccccc31)[C@@H](CO)N2C(=O)Nc1cccc(F)c1,1.2
COc1ccc(S(=O)(=O)Nc2ccc3c(c2)C(=O)N([C@@H](C)CO)C[C@H](C)[C@@H](CN(C)S(=O)(=O)c2cccs2)OCCCC[C@H](C)O3)cc1,-1.2
O=S(=O)(N[C@@H]1CC[C@@H](CCn2cc(-c3cccc(F)c3)nn2)O[C@H]1CO)c1ccc(F)cc1,6.5
C[C@H]1CN([C@@H](C)CO)C(=O)CCCn2cc(nn2)CO[C@@H]1CN(C)Cc1ccc(Cl)c(Cl)c1,0.5
O=C(Cc1ccncc1)NCC[C@H]1CC[C@H](NC(=O)C2CCCC2)[C@H](CO)O1,2.3
C[C@@H]1CN([C@H](C)CO)C(=O)c2cccc(NC(=O)Nc3ccccc3)c2O[C@H]1CN(C)S(=O)(=O)c1cccs1,1.6
Cc1ccc(-c2ccc3c(c2)O[C@@H](CN(C)Cc2cccnc2)[C@H](C)CN([C@@H](C)CO)S3(=O)=O)cc1,1.0
C[C@@H]1CCCCO[C@H](CN(C)C(=O)CCCN(C)C)[C@H](C)CN([C@H](C)CO)C(=O)c2cc(NC(=O)NC3CCCCC3)ccc2O1,1.0
C[C@@H]1CN([C@@H](C)CO)C(=O)c2cccc(NC(=O)c3ccc(-c4nccs4)cc3)c2O[C@@H]1CN(C)C(=O)Nc1ccc(F)cc1,0.0
C[C@@H]1CN([C@H](C)CO)C(=O)c2cc(NC(=O)Nc3cccc4ccccc34)ccc2O[C@@H]1CN(C)Cc1ccc(C(=O)Nc2ccccc2N)cc1,-1.4
CC(C)NC(=O)N1CC[C@@H]2[C@@H](CO)N(C)c3ccc(-c4cccc(F)c4)cc3[C@@H]21,27.3
CC=Cc1ccc2n(c1=O)C[C@H]1[C@H](CO)[C@@H](C(=O)NCc3ccc4c(c3)OCO4)[C@@H]2N1C(=O)C1CC1 (mixture of isomers),-1.8
C[C@H](CO)N1C[C@H](C)[C@@H](CN(C)C(=O)C2CC2)Oc2cc(C#Cc3cccnc3)ccc2S1(=O)=O,12.0

# 9 consecutive records from above, for reference:
SMILES,BioA inh
COc1ccc(S(=O)(=O)Nc2ccc3c(c2)C(=O)N([C@@H](C)CO)C[C@H](C)[C@@H](CN(C)S(=O)(=O)c2cccs2)OCCCC[C@H](C)O3)cc1,-1.2
O=S(=O)(N[C@@H]1CC[C@@H](CCn2cc(-c3cccc(F)c3)nn2)O[C@H]1CO)c1ccc(F)cc1,6.5
C[C@H]1CN([C@@H](C)CO)C(=O)CCCn2cc(nn2)CO[C@@H]1CN(C)Cc1ccc(Cl)c(Cl)c1,0.5
O=C(Cc1ccncc1)NCC[C@H]1CC[C@H](NC(=O)C2CCCC2)[C@H](CO)O1,2.3
C[C@@H]1CN([C@H](C)CO)C(=O)c2cccc(NC(=O)Nc3ccccc3)c2O[C@H]1CN(C)S(=O)(=O)c1cccs1,1.6
Cc1ccc(-c2ccc3c(c2)O[C@@H](CN(C)Cc2cccnc2)[C@H](C)CN([C@@H](C)CO)S3(=O)=O)cc1,1.0
C[C@@H]1CCCCO[C@H](CN(C)C(=O)CCCN(C)C)[C@H](C)CN([C@H](C)CO)C(=O)c2cc(NC(=O)NC3CCCCC3)ccc2O1,1.0
C[C@@H]1CN([C@@H](C)CO)C(=O)c2cccc(NC(=O)c3ccc(-c4nccs4)cc3)c2O[C@@H]1CN(C)C(=O)Nc1ccc(F)cc1,0.0
C[C@@H]1CN([C@H](C)CO)C(=O)c2cc(NC(=O)Nc3cccc4ccccc34)ccc2O[C@@H]1CN(C)Cc1ccc(C(=O)Nc2ccccc2N)cc1,-1.4

# (list continues)
SMILES,BioA inh
COc1ccc(S(=O)(=O)N(C)C[C@@H]2OCCCC[C@@H](C)Oc3ccc(NC(=O)Nc4ccccc4)cc3C(=O)N([C@@H](C)CO)C[C@H]2C)cc1,-0.7
C/C=C/c1ccc([C@@H]2[C@@H](CNC(=O)c3ccncc3)N(C(C)=O)[C@H]2CO)cc1,5.2
C[C@@H]1CN([C@H](C)CO)C(=O)c2cc(NC(=O)CCC(F)(F)F)ccc2O[C@@H]1CN(C)S(=O)(=O)c1ccc(Cl)cc1,-0.2
CCS(=O)(=O)N1CCCCN2[C@H](CO)[C@@H](c3ccc(-c4ccccc4C)cc3)[C@H]2C1,-2.5
C[C@H](CO)N1C[C@H](C)[C@H](CN(C)C(=O)Nc2ccccc2)Oc2ncc(-c3ccccc3)cc2C1=O,2.4&-1.1
C[C@H]1CN([C@@H](C)CO)C(=O)Cc2cc(NC(=O)Nc3cccc4ccccc34)ccc2O[C@@H]1CN(C)C(=O)Nc1ccc(C(F)(F)F)cc1,8.4
C[C@@H]1CN([C@H](C)CO)C(=O)c2cc(NC(=O)Nc3cccc4ccccc34)ccc2O[C@@H](C)CCCCO[C@H]1CN(C)Cc1ccc(C(=O)O)cc1,1.0
CCC(=O)N1CCCCN2[C@H](CO)[C@@H](c3ccc(C#Cc4ccccc4F)cc3)[C@@H]2C1,-1.7
COC(=O)C[C@@H]1C[C@H]2c3cc(NC(=O)CN(C)C)ccc3O[C@H]2[C@H](CO)O1,-2.7
CCC(=O)Nc1ccc2c(c1)OC[C@@H](C)N(C(=O)c1cnccn1)C[C@@H](C)[C@@H](OC)CN(C)C2=O,2.8
C[C@@H]1CN([C@@H](C)CO)C(=O)c2cccc(NC(=O)c3ccncc3)c2O[C@@H]1CN(C)C(=O)NC1CCCCC1,-0.6
N#C[C@@H]1[C@@H](c2ccc(C#Cc3ccccc3F)cc2)[C@@H](CO)N1C(=O)C1CC1,2.3
Cc1noc(C)c1S(=O)(=O)N(C)C[C@H]1Oc2ccc(NC(=O)Cn3cnnn3)cc2CC(=O)N([C@H](C)CO)C[C@H]1C,-3.0
O=C(C[C@@H]1CC[C@@H](NC(=O)c2ccc3c(c2)OCO3)[C@@H](CO)O1)NC1Cc2ccccc2C1,0.8
C[C@H](CO)N1C[C@H](C)[C@H](CN(C)Cc2ccc(C(=O)Nc3ccccc3N)cc2)Oc2c(NC(=O)Nc3ccc(C(F)(F)F)cc3)cccc2C1=O,1.9
Cc1ccc(S(=O)(=O)N2C[C@@H](O)COC[C@@H]3O[C@H](CC(=O)N[C@@H]4CCN(Cc5ccccc5)C4)CC[C@H]32)cc1,0.6
C[C@H](CO)N1C[C@H](C)[C@@H](CN(C)S(C)(=O)=O)Oc2cc(C#Cc3ccccc3)ccc2S1(=O)=O,-0.3
O=C(C[C@H]1CC[C@H]2[C@@H](COC[C@@H](O)CN2Cc2cc(F)ccc2F)O1)NCc1ccc(F)cc1,3.2
N#C[C@@H]1[C@H](c2ccc(-c3cccc(F)c3)cc2)[C@@H](CO)N1C(=O)NC1CCCC1,-0.8
COc1cccc(-c2ccc3n(c2=O)C[C@H]2[C@H](CO)[C@@H](C(=O)N(C)C)[C@@H]3N2CC2CC2)c1,0.9
O=C(C[C@@H]1CC[C@@H]2[C@H](COC[C@H](O)CN2C(=O)Nc2cc(Cl)cc(Cl)c2)O1)NCC1CC1,1.1
N#C[C@@H]1[C@@H](c2ccc(C3=CCCCC3)cc2)[C@H](CO)N1C(=O)NC1CCCCC1,-0.6
CN(C)CC(=O)N1[C@@H]2c3ccc(C4=CCCCC4)c(=O)n3C[C@H]1[C@H](CO)[C@H]2C(=O)NCC1CC1,-1.8
C[C@H]1CN([C@@H](C)CO)C(=O)CCCn2nncc2CO[C@H]1CN(C)C(=O)Nc1ccc(C(F)(F)F)cc1,2.7
COc1ccc(S(=O)(=O)N(C)C[C@@H]2OCCCC[C@H](C)Oc3ccc(NC(=O)C4CCCCC4)cc3C(=O)N([C@H](C)CO)C[C@H]2C)cc1,-0.7
CC(=O)Nc1ccc2c(c1)C(=O)N(C)[C@H]1CC[C@@H](CC(=O)NCc3ccc4c(c3)OCO4)O[C@@H]1CO2,0.7
CC(C)C#Cc1ccc2c(c1)O[C@@H](CN(C)CC1CC1)[C@@H](C)CN([C@@H](C)CO)S2(=O)=O,2.0
Cc1noc(C)c1NC(=O)N(C)C[C@H]1OCCCC[C@H](C)Oc2ccc(NC(=O)Nc3ccc(F)cc3)cc2C(=O)N([C@H](C)CO)C[C@@H]1C,-0.5
O=C(NCCc1ccncc1)[C@@H]1[C@@H](CO)[C@@H]2Cn3c(ccc(-c4cccc(F)c4)c3=O)[C@H]1N2,3.6
Cc1cccc(S(=O)(=O)N2CCCCN3[C@H](CO)[C@H](c4ccc(C#CC(C)C)cc4)[C@@H]3C2)c1,2.8
CC(C)NC(=O)Nc1ccc2c(c1)C(=O)N([C@H](C)CO)C[C@H](C)[C@H](CN(C)Cc1ccc(Oc3ccccc3)cc1)O2,-3.1
Cc1noc(C)c1S(=O)(=O)Nc1ccc2c(c1)C(=O)N([C@@H](C)CO)C[C@H](C)[C@H](CN(C)Cc1ccncc1)OCCCC[C@H](C)O2,-0.8
O=C(c1ccc2c(c1)OCO2)N1C[C@H]2[C@@H](c3ccccc31)[C@@H](CO)N2Cc1cccnc1,-1.1
COc1ccc(S(=O)(=O)N(C)C[C@H]2Oc3ncc(C#CC4(O)CCCC4)cc3C(=O)N([C@H](C)CO)C[C@@H]2C)cc1,0.5
C/C=C/c1ccc2c(c1)O[C@@H](CN(C)C(=O)C1CC1)[C@@H](C)CN([C@@H](C)CO)S2(=O)=O,5.7
C[C@@H]1CN([C@@H](C)CO)C(=O)c2cccc(NC(=O)c3ccc(-c4nccs4)cc3)c2O[C@@H]1CN(C)CC1CCCCC1,-0.4
C[C@H]1CN([C@@H](C)CO)C(=O)c2cc(C#Cc3ccccc3)cnc2O[C@@H]1CN(C)C(=O)c1ccccn1,0.4
CCCNC(=O)N(C)C[C@@H]1Oc2ncc(C#CC3CC3)cc2C(=O)N([C@@H](C)CO)C[C@@H]1C,1.4
C[C@@H]1CN([C@H](C)CO)C(=O)c2cc(NC(=O)C3CCCCC3)ccc2O[C@H]1CN(C)S(=O)(=O)c1ccccc1,2.1
CC(C)NC(=O)N(C)C[C@@H]1Oc2ccc(NS(=O)(=O)c3ccccc3)cc2C(=O)N([C@@H](C)CO)C[C@H]1C,3.1
C[C@@H]1CN([C@@H](C)CO)C(=O)c2cc(C3=CCCCC3)cnc2O[C@@H]1CN(C)C(=O)Nc1ccccc1,4.1
C[C@@H]1CCCCO[C@@H](CN(C)S(=O)(=O)c2cccs2)[C@H](C)CN([C@@H](C)CO)C(=O)c2cc(NC(=O)Nc3ccc(C(F)(F)F)cc3)ccc2O1,-1.3
C[C@@H]1CCCCO[C@H](CN(C)C)[C@@H](C)CN([C@H](C)CO)C(=O)c2cc(NC(=O)C3CCCCC3)ccc2O1,0.1
CC(C)NC(=O)N(C)C[C@H]1OCCCC[C@@H](C)Oc2ccc(NS(=O)(=O)c3cn(C)cn3)cc2C(=O)N([C@H](C)CO)C[C@H]1C,0.6
COc1ccc([Si](C)(C)[C@@H]2[C@@H](CCn3cc(CCO)nn3)O[C@]3(C(=O)N(c4ccccc4)c4ccccc43)[C@H]2C)cc1,-2.6
C[C@@H]1CN([C@H](C)CO)C(=O)Cc2cc(NC(=O)Cc3cn(C)c4ccccc34)ccc2O[C@@H]1CN(C)C(=O)Nc1ccc(C(F)(F)F)cc1,-0.5
COc1ccc(CN(C)C[C@H]2Oc3ccc(NC(=O)Cc4ccccc4)cc3C(=O)N([C@H](C)CO)C[C@@H]2C)cc1,2.8
COc1ccc(NC(=O)N(C)C[C@@H]2Oc3ccc(NC(=O)NC(C)C)cc3C(=O)N([C@H](C)CO)C[C@H]2C)cc1,3.3
O=C(C[C@H]1C[C@H]2c3cc(NC(=O)Nc4ccccc4F)ccc3O[C@H]2[C@@H](CO)O1)NCc1ccccn1,0.0
COC(=O)C[C@@H]1CC[C@H]2[C@H](COc3ccc(NS(=O)(=O)c4cccc(F)c4)cc3C(=O)N2C)O1,-0.1
C[C@H](CO)N1C[C@H](C)[C@H](CN(C)C(=O)Nc2ccc(C(F)(F)F)cc2)Oc2c(NS(=O)(=O)c3cn(C)cn3)cccc2C1=O,-0.6
COCC#Cc1ccc2c(c1)O[C@@H](CN(C)C(=O)CC1CC1)[C@@H](C)CN([C@H](C)CO)S2(=O)=O,1.5
C[C@@H]1CN([C@@H](C)CO)C(=O)c2cc(NS(=O)(=O)c3ccc(Cl)cc3)ccc2O[C@H]1CN(C)C(=O)NC1CCCCC1,-0.7

# Screening results deposited in PubChem BioAssay by Broad Institute.

# Not all compounds are listed; the hit share may differ from the screen's.
